Screening data: PubChem BioAssay, National Center for Advancing Translational Sciences (NCATS)
RORgamma inh: qHTS for inhibitors of ROR gamma transcriptional activity | Potency, µM (series often up to 53.6 µM), for inactives: top-dose activity change, negative = inhibition, hits mostly inhibitors | Drosophila S2 Gal4-RORgamma UAS-luciferase reporter, 20 h | actives 5.4% (n = 310,000); also: % is scaled to controls: 0 for no effect and ±100 for the full control effect; nearly all actives have a fitted effect of over 60% in size
Target sequence (P51450 whole entry, looked up, the tested form may be a part): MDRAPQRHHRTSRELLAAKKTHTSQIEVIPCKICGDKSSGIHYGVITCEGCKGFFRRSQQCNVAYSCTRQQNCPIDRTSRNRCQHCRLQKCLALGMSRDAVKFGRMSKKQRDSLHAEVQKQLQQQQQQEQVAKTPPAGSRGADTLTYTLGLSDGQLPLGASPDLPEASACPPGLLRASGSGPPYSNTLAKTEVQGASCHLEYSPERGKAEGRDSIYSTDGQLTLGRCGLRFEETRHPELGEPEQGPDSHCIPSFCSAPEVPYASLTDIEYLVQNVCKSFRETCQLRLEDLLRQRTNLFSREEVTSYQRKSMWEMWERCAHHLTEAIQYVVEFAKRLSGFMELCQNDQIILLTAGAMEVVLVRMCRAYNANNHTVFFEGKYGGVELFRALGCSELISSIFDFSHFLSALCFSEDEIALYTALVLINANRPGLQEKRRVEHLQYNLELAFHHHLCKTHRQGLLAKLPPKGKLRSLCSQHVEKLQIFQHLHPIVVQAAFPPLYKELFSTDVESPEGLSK
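Drosophila Schneider cells stably carrying a metallothionein-driven Gal4 DBD–ROR gamma fusion and a UAS-Photinus luciferase reporter were exposed to compound for 1 hr, then induced with copper sulfate (700 uM final) for 20 hr at ambient temperature before luminescence reading.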
Rab9 prom act: qHTS Assay for Rab9 Promoter Activators. Huh7 Rab9 promoter-luciferase reporter, luminescence, 24 h. Potency, µM (doses to about 9.22 µM), for the others: top-dose activation, negative = inhibition, hits mostly activators. actives 2.8% (n = 320,000); also: % of control where 0% means no effect; nearly all actives have a fitted effect of over 60% in size
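Huh7 reporter line, Rab9 promoter upstream of luciferase. Compound exposure 24 h at 37 °C in reduced-serum medium with 10% FBS. Read-out: luminescence.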
p53 reactivator: qHTS assay for re-activators of p53 using a Luc reporter | H1299 p53-A138V BP100-luciferase reporter, luminescence, 24 h | Potency, µM (top dose mostly 92.2 µM), inactives show at the top dose activity change, positive = activation, most hits filed as activators | actives 0.063% (n = 320,000); also: % of control where 0% means no effect; nearly all actives have a fitted effect of over 45% in size
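p53-null H1299 cells stably carrying temperature-sensitive p53-A138V and a BP100-luciferase reporter were pinned with compounds (4-point, 1:5 series) and held 24 hrs at 37 deg C. Luminescence was read 10 min after detection reagent.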
MLL CXXC-DNA inh: qHTS Fluorescence Polarization Assay for Inhibitors of MLL CXXC domain - DNA interaction | Histone-lysine N-methyltransferase 2A (Homo sapiens), Q03164 | MLL-CXXC / FITC-HOXA9 DNA fluorescence polarization | Potency, µM (series often up to 115 µM), inactives show at the highest dose activity change, negative = inhibition, actives largely listed as inhibitors | actives 0.037% (n = 290,000) | AID 2662, 2010; active = well fitted inhibition curve with a large enough effect in the polarisation, with a control signal flat, not every such curve was filed as active; inconclusive = small, poorly fitted or top-dose-only effect, or effect the other way, or a change in a side signal; inactive = no such curve, though single readings can be large or run the other way; the % refers to the polarisation
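Purified MLL-CXXC (added from a 7 uM solution) was preincubated 5 min at ambient with pinned compounds in 50 mM Tris-HCl pH 7.5, 50 mM NaCl, 1 mM DTT, 0.05% BSA. Fluorescein-labeled HOX-A9 DNA (50 nM solution) followed, 30 min, then polarization read.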
MBNL1 CUG block: qHTS Assay for Inhibitors of MBNL1-poly(CUG) RNA binding | Muscleblind-like protein 1 (Homo sapiens), Q9NR56 | TR-FRET MBNL1-His/biotin-(CUG)12 binding, 665/545 ratio | Potency, µM (series often up to 57.5 µM), inactives show at the top dose activity change, negative = inhibition, actives largely listed as inhibitors | actives 0.036% (n = 280,000) | AID 2675, 2010; active = well fitted inhibition curve with a large enough effect in the signal ratio, with a control signal flat, not every such curve was filed as active; inconclusive = small, poorly fitted or top-dose-only effect, or effect the other way, or a change in a side signal; inactive = no such curve, though single readings can be large or run the other way; the % refers to the signal ratio; also: % is scaled to controls: 0 for no effect and ±100 for the full control effect
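Compound titration spanned 92 nM–58 uM against the MBNL1-His/biotin-(CUG)12 complex. After 60 min at room temperature with 5 nM streptavidin-XL665 and 0.055 ng/ul terbium anti-His, ratiometric 665/545 nm emission (Ex 340 nm) normalized to controls.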
FLuc modulator: qHTS profiling assay for firefly luciferase inhibitor/activator using purifed enzyme and Km concentrations of substrates (counterscreen for miR-21 project); Luciferin 4-monooxygenase (Photinus pyralis), P08659; Potency, µM (series often up to 57.5 µM), without a hit: at the top dose activity change, negative = inhibition, usual class: inhibitors; AID 588342, 2011; purified FLuc, Km substrates, luminescence inhibition; actives 6.9% (n = 360,000);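 also: plate controls were vehicle for no effect and reference inhibitor for full effect; nearly all actives have a fitted effect of over 55% in size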
Target sequence (P08659 whole entry, looked up): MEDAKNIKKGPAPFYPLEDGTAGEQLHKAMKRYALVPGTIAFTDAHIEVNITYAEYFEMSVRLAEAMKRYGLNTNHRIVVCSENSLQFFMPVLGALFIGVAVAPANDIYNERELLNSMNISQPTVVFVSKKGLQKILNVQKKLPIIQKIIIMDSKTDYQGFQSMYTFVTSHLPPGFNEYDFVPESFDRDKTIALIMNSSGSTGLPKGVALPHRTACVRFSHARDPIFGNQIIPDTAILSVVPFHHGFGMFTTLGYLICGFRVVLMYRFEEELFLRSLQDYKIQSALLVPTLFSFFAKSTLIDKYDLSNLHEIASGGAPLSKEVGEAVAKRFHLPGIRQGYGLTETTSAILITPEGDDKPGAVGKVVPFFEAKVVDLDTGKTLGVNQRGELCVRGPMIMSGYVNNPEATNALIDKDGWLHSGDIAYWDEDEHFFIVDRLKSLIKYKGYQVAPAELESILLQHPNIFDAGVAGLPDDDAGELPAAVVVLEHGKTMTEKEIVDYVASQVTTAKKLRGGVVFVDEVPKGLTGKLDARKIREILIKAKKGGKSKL
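Biochemical qHTS of compounds, final roughly 60 µM downward over six points, against 10 nM purified firefly luciferase using Km concentrations of substrates (10 uM D-luciferin, 10 uM ATP) in Tris acetate pH 7.5 buffer; luminescence output.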
Gal4-VP16 FLuc: VP16 counterscreen qHTS for inhibitors of ROR gamma transcriptional activity | actives 3.5% (n = 310,000) | Potency, µM (doses to about 53.6 µM), for the others: at the top dose activity, negative = inhibition, actives largely listed as inhibitors | Drosophila S2 Gal4-VP16 UAS-luciferase, luminescence, 20 h;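 also: Gal4-VP16 expression switched on by copper sulfate through the metallothionein promoter; % is scaled to controls: 0 for no effect and ±100 for the full control effect; nearly all actives have a fitted effect of over 50% in size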
ELG1 genotoxic: qHTS screen for small molecules that induce genotoxicity in human embryonic kidney (HEK293T) cells expressing luciferase-tagged ELG1. AID 504466, 2011. HEK293T ELG1-luciferase reporter, luminescence, 16 h. Potency, µM (series often up to 46 µM), inactives show at the top dose activity change, positive = activation, actives largely listed as activators. actives 1.3% (n = 330,000); also: % of control where 0% means no effect; nearly all actives have a fitted effect of over 60% in size
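Step 1: seed 2,000 HEK293T ELG1-luciferase cells per well. Step 2: add compound or DMSO, incubate 16 hr at 37 °C. Step 3: ONE-Glo, 30 min at room temperature, read luminescence.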
uPA generation: qHTS for Inhibitors of Cell Surface uPA Generation; cell surface uPA generation assay, qHTS; Potency, µM (titrated, usually from 38.3 µM), for the others: top-dose activity change, negative = inhibition, actives largely listed as inhibitors; actives 0.31% (n = 330,000); active = well fitted inhibition curve with a large enough effect; inconclusive = small, poorly fitted or top-dose-only effect; inactive = no such curve, though single readings can be large or run the other way; tested in mouse RAW 264.7 cells; also: % is scaled to controls: 0 for no effect and ±100 for the full control effect; nearly all actives have a fitted effect of over 55% in size
BRCA1 expr up: qHTS Assay to Identify Small Molecule Activators of BRCA1 Expression | AID 624202, 2012 | MCF7-BRCA1-FFLuc reporter, luminescence, 48 h; response scale: scaled: vehicle 0%, 10 µM genistein 100% | Potency, µM (highest dose often 46.1 µM), for inactives: top-dose activation, actives largely listed as activators | actives 1.1% (n = 380,000); also: nearly all actives have a fitted effect of over 80% in size; some results filed as inactive show a strong effect at the top dose
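Activators of BRCA1 expression were detected as increased firefly luciferase luminescence in engineered MCF7 cells after 48 h compound incubation. Signals were scaled to genistein 10 microM as full activation.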
NPC1 promoter act: qHTS Assay for NPC1 Promoter Activators; Huh7 NPC1 promoter luciferase reporter, 24 h; Potency, µM (series often up to 9.22 µM), for the others: at the highest dose activation, hits mostly activators; actives 2.4% (n = 320,000);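 also: % of control where 0% means no effect; nearly all actives have a fitted effect of over 60% in size; reporter is driven by a mutant NPC1 promoter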
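Stable NPC1-promoter luciferase Huh7 line; cpd (DMSO) 24 h, 37 °C, 5% CO2; Amplite luciferase reagent 10 min RT; luminescence readout. qHTS format.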
* marks the source's active call; other numbers are inactive results; ? = inconclusive; nt = no result given; [ ] = dose if it differs, or a comment. Unless noted, calls follow the shape of the dose curve; as a rule, active = well fitted curve in the direction sought with a large enough effect; inconclusive = small, poorly fitted or top-dose-only effect, or another doubt; inactive = no such curve, though single readings can be large; an effect the other way counts as inactive or inconclusive. Potency is read from the fitted curve at half-maximal effect.

Second line of a record: RORgamma inh, Rab9 prom act, p53 reactivator, MLL CXXC-DNA inh, MBNL1 CUG block, FLuc modulator, Gal4-VP16 FLuc, ELG1 genotoxic, uPA generation, BRCA1 expr up, NPC1 promoter act
COc1ccccc1C(=O)C(O)c1ccccc1OC (stereo not drawn)
  -10%, 13%, -12%, 4%, -2%, 1%, 0%, -2%, -2%, 3%, -1%
O=C(Nc1ccccc1)/C(=C/c1ccccc1)c1ccccc1
  41%, -1%, -4%, 6%, 73%[activator], ?, -1%, -3%, 4%, -26%, 1%
CCOc1ccc(/C=C(/NC(=O)c2ccc(Cl)cc2)C(=O)O)cc1OCC
  12%, -1%, 1%, -1%, -11%, 0%, -1%, 0%, -3%, 5%, -3%
Cc1[nH]c2c(Br)cccc2c1[C@H]1[C@@H](CC#N)C1(C)C
  ?, 2%, ?, -1%, 1%, ?, ?, 0%, 6%, -28%, -2%
c1ccc(-c2csc3ncnc(-n4cnc5ccccc54)c23)cc1
  -26%, -2%, -4%, 7%, -16%, 3%, 15%, -2%, -13%, -45%, -2%
CC(C)(C)C(=O)C[n+]1ccc(C(N)=O)cc1
  -15%, 0%, -9%, 1%, 32%[activator], 0%, -4%, 0%, -1%, -2%, 3%
CN(C)S(=O)(=O)c1ccc(NC(=O)N2CCN(c3ccccc3)CC2)cc1
  -18%, -1%, -3%, -8%, -10%, 1%, 10%, 3%, 0%, -10%, 1%
CCCCc1cc(=O)oc2cc(OCC(=O)NCc3ccccn3)ccc12
  15%, 1%, -8%, 6%, 0%, 0%, -22%, -1%, 0%, -2%, -1%
COc1ccc(CC(=O)N2CCN(S(=O)(=O)c3cc(Cl)ccc3Cl)CC2)cc1
  nt, 1%, -8%, nt, nt, -1%, nt, 1%, ?, -23%, 0%
C=CCOc1ccc(CNc2nccs2)cc1OC
  1%, 9%, 11%, -4%, ?, ?, 3%, 9%, 5%, 4%, -3%
NC(=O)c1ccc(NC(=O)c2cncn2-c2ccccc2)cc1
  16%, -6%, 10%, -10%, -4%, 4%, 14%, 2%, nt, 24%, -3%
CNC(=O)CN1C(=O)NC(c2ccccc2)(c2ccccc2)C1=O
  -16%, 0%, 5%, 2%, 2%, 2%, 5%, 10%, 0%, 22%, 2%
C=C(C)CSc1nc2c(c(=O)[nH]c(=O)n2C)n1Cc1ccccc1
  35%, -10%, -7%, -4%, -14%, -5%, ?, 6%, ?, 1%, -10%
NS(=O)(=O)c1ccc(-c2ccc(/C=N/NC(=O)c3ccccc3O)o2)cc1
  3.5µM*, -3%, 0%, -3%, 21%, 6.7µM*, 18µM*, -4%, -4%, -23%, -2%
CC1CN=C(NC2CCCCC2C)S1 (stereo not drawn)
  1%, 2%, 11%, 1%, -2%, -1%, -3%, -1%, 14%, -6%, -2%
C/C(=N/NC(=O)CN1CCN(S(=O)(=O)c2ccc(Br)cc2)CC1)c1ccncc1
  5%, 1%, 4%, 5%, -1%, 0%, 4%, 0%, -4%, 0%, -1%
O=C(CC1S/C(=N/N=C/C=C/c2ccccc2)NC1=O)Nc1ccc(C(=O)O)cc1 (stereo not drawn)
  -30%, -3%, -1%, -25%, 2%, 13µM*, -2%, -11%, -1%, -14%, -4%
CC(=O)c1cccc(N(C(=O)CNC(=O)c2ccco2)C(C(=O)NC2CCCC2)c2ccco2)c1 (stereo not drawn)
  0%, 0%, 3%, 21%, -4%, -1%, -5%, 4%, 5%, 4%, -4%
COc1ccc(-c2noc(CN3CCC(Cc4ccccc4)CC3)n2)cc1
  ?, 3%, 3%, -4%, -2%, -2%, 0%, -4%, nt, -12%, -1%
O=S(=O)(NCCSc1ccccc1)c1ccc2c(c1)OCCO2
  2%, -4%, -1%, 4%, -7%, -1%, 3%, 2%, 4%, 8%, -2%
O=C(Oc1ccc(/C=N/NC(=O)c2ccccc2O)cc1)c1ccccc1
  5%, -3%, 18%, 68%[activator], 2%, ?, -11%, ?, 1%, 6%, 2%
COCCN(C(=O)c1snc(C(N)=O)c1N)C(C(=O)NC1CCCCC1)c1ccc(OC)c(OC)c1 (stereo not drawn)
  -3%, 1%, nt, 4%, 3%, 7%, -3%, 0%, -5%, -2%, 1%
CC(C)(C)NC(=O)CSc1nc2ccc(Nc3nc(N4CCOCC4)nc(N4CCOCC4)n3)cc2s1
  18%, -12%, -7%, -10%, -12%, -16%, -23%, -18%, ?, -47%, -4%
COc1ccc(C(=O)NC(=S)NNC(=O)COc2ccccc2)cc1
  7.1µM*, -9%, -9%, -2%, 2%, ?, ?, -10%, -3%, -26%, 0%
Cc1ccccc1NC(=O)CSc1nc2ncc(Cl)cc2[nH]1
  -13%, 1%, -5%, 6%, 9%, 0%, -13%, -1%, 1%, -18%, -3%
O=C(C1CCCN1S(=O)(=O)c1cccc2cccnc12)N1CCc2ccccc21 (stereo not drawn)
  13%, -1%, -5%, 0%, -2%, -1%, -1%, -1%, 1%, -22%, -1%
O=C(O)c1c(Cl)nc2ccccn12
  11%, 8%, 4%, 3%, 3%, 2%, -11%, 0%, -5%, 5%, -5%
Cc1cc(C(=O)N2CCCC(N3CCN(c4cccc(C(F)(F)F)c4)CC3)C2)no1 (stereo not drawn)
  24%, 11%, 18%, 6%, 1%, -1%, 0%, -9%, -3%, -36%, 1%
CCCN1C(=O)/C(=C2\SC(N3CCCCC3)=NC2=O)c2ccccc21
  -20%, 2.8µM*, ?, 2%, ?, 2.1µM*, -13%, 10%, -9%, ?, 1.3µM*
COC(=O)c1ccc2c(c1)NC1=C(C(=O)CC(C)(C)C1)C(c1ccncc1)N2 (stereo not drawn)
  27%, 10%, ?, 14%, -12%[11.5 µM], ?, 1%, 11%, -2%, -17%, 1%
COc1ccccc1NC(=O)C(C)OC(=O)c1cccc(-n2cnnn2)c1 (stereo not drawn)
  nt, -4%, 7%, nt, nt, 1%, nt, 1%, 6%, 2%, 0%
O=C(c1csc2c1CCCC2)N1CCN(c2ccc(F)cc2)CC1
  -6%, -3%, 7%, -11%, 4%, 3%, -4%, -4%, 4%, -7%, -3%
CCCCn1c(-c2nn(C)c(C)c2Cl)n[nH]c1=S
  3.2µM*, 0%, 1%, 0%, 0%, 0%, ?, -1%, 1%, 1%, 6%
Cc1cc(C(=O)COC(=O)C2=NN(c3ccccc3)C(=O)CC2)c(C)n1CC(F)(F)F
  -9%, 1%, -1%, 3%, nt, -16%, -1%, 3%, 3%, 20%, -2%
CC1C=CCC2C(=O)N(c3cccc(C(=O)NCc4ccccc4)c3)C(=O)C12 (stereo not drawn)
  45%, -3%, -5%, 2%, 8%, 5%, -15%, -3%, -7%, 5%, 1%
COc1cc2c(cc1OC)C(=O)N1[C@H]3c4ccccc4OC[C@@H]3[C@H](c3ccccc3)[C@]1(C)C(=O)N2
  nt, -14%, -10%, nt, nt, 0%, nt, -20%, ?, -70%, -8%
CC(C)CN(C(=O)COC(=O)c1ccccn1)c1c(N)n(Cc2ccccc2)c(=O)[nH]c1=O
  nt, 0%, 9%, nt, nt, 3%, nt, 2%, 3%, 13%, 0%
O=C(O)CC1=C(O)C(=O)N(c2ccccc2)C1c1ccc(Cl)cc1 (stereo not drawn)
  2%, 3%, 10%, 11%, -8%, 1%, -3%, -4%, 6%, -1%, 0%
Cc1cc(C)cc(NC(=O)CCn2c(=O)c3cccn3c3ccccc32)c1
  6%, -24%, -5%, 6%, 40%[activator], -1%, 3%, -9%, ?, -63%, -29%
Cc1ccccc1C(=O)NC(=S)Nc1ccc(S(=O)(=O)N2CCOCC2)cc1
  20µM*, -4%, -13%, -2%, 0%, -1%, 18µM*, 1%, -10%, -16%, 1%
O=C(O)/C=C/c1coc2ccc(F)cc2c1=O
  24%, -3%, 5%, -4%, -4%, 0%, -10%, -2%, -1%, 4%, 6%

Not all compounds are listed; rates above refer to the full screens.
